High-throughput results deposited in PubChem BioAssay by several laboratories.
Efa HMGR inh = E. faecalis class II HMG-CoA reductase inhibition | purified E. faecalis HMGR, NADPH absorbance 340 nm kinetic | inhibition, % at 10 µM | 190,000 compounds, 0.41% hits;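 active = inhibition above a set limit, the median over all tested compounds plus 3 SD, cut at about 9.5% in these data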;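 note: enzyme runs in reverse so mevalonate oxidation gives rising NADPH absorbance; 0% = complete reaction with DMSO and 100% = background rate lacking mevalonate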
STAT1 act = increases IFN-gamma driven STAT1 reporter signal; NIH 3T3 STAT1-luciferase reporter, luminescence; 100% = IFN-gamma alone, no compound; activation (% of control), % at 5.5 µM; 200,000 compounds, 2.6% hits; AID 932;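 active = activation above the screen-wide mean activation plus 3 SD, cut at about 130% in these data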;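 note: raw ratio to IFN-gamma control signal so 100% means no change and 0% no light; values of inactives mirror those of a sister screen read the other way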
Hsp70 act = transcriptional activators of Hsp70; HeLa Hsp70 promoter luciferase reporter, luminescence; scaled: vehicle 0, proteasome-inhibitor control 100%; activation, % at 10 µM; 200,000 compounds, 0.04% hits; AID 1203;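 active = activation above the mean across all tested compounds plus 3 SD, cutoff set per campaign, cut at about 5.5% in these data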;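 note: 100% = MG132 at 30 µM as the positive control and 0% = DMSO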
APP transl inh = APP translation inhibition; SH-SY5Y APP 5'UTR-luciferase reporter, luminescence; inhibition, % at 2 µM; 190,000 compounds, 0.82% hits;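 active = inhibition above a set limit, derived from the sample mean plus 3 SD, cut at about 45% in these data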; note: values of inactives mirror those of a sister screen read the other way
G6PDH counter = counter-screen for G6PDH assay hits: L. mesenteroides G6PDH inhibition | Purified L. mesenteroides G6PDH, diaphorase/resazurin coupled fluorescence, 45 min | inhibition, % at 5 µM | 200,000 compounds, 0.12% hits | AID 1020; in the data active = inhibition above about 50%
FLuc act counter = firefly luciferase counter-screen for stimulation assays; activation factor at 10 µM; 200,000 tested, under 10 active; P08659; ATPlite luciferase biochemical, luminescence, 10 min; 0 = ATP-free wells, 1 = DMSO control;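 active = luciferase activation factor, scaled between plate controls, of at least 2 with compound at 10 µM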
Target sequence (P08659 whole entry, looked up): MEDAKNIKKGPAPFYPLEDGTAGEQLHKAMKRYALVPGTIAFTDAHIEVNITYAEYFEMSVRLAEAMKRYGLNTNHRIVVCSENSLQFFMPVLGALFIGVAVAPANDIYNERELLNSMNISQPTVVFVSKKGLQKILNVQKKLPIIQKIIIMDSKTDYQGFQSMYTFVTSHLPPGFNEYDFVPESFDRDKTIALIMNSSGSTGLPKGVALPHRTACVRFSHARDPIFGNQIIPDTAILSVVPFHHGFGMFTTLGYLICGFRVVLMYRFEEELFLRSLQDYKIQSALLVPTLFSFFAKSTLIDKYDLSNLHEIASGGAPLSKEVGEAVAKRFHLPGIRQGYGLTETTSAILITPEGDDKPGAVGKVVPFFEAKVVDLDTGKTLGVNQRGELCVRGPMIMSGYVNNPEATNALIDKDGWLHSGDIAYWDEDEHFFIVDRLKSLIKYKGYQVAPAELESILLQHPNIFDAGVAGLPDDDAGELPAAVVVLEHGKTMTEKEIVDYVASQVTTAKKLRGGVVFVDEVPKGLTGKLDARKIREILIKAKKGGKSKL
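Assay system: Luciferase/luciferin reagent mix; Medium: PBS as buffer for the ATP substrate; Dosing: test compounds dosed from 2 mM stocks in 100% DMSO; Times: 10 min, room temperature; Signal: luminescence from luciferase reaction; Read-out: luciferase activation; Controls: No-ATP low control, compound-free enzyme-plus-ATP high control.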
Redox H2O2 prof = compounds producing H2O2 with reducing agent – biochemical, NIH compound library profiling, artefact control for MLSCN library redox annotation, primary screen | DTT-dependent redox cycling H2O2, phenol red/HRP absorbance; 100% = 100 µM peroxide control, 0% = buffer | activation, % at 10 µM | 200,000 compounds, 0.03% hits | AID 878;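 active = activation of at least 50% relative to the plate's high and low controls in the primary single-dose screen; inactive = activation below 50%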;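 note: compound incubated with DTT at 0.8 mM final as the reducing agent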
APP 5'UTR act = APP 5'UTR luciferase reporter activation | SH-SY5Y APP 5'UTR luciferase reporter, luminescence; zero percent = DMSO vehicle wells | activation, % at 2 µM | 190,000 compounds, 1% hits | AID 1276;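 active = activation above a set limit, based on mean plus 3 SD of controls, cut at about 140% in these data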; note: values of inactives mirror those of a sister screen read the other way
NF-kB expr up = NF-kB expression increase, human neuronal cells; NF-kB reporter expression; hits give high values; fold change at 12.5 µM; 190,000 compounds, 1.6% hits; in the data active = fold change above about 3.3
FLuc inh counter = counter-screen for luciferase assay inhibitors: firefly luciferase inhibition; P08659; ATPLite firefly luciferase biochemical luminescence, 10 min; inhibition, % at 10 µM; 200,000 compounds, 1.5% hits;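 active = inhibition above about 50% when tested at 10 µM, limit read from the data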
Active calls of the source: *. Not all compounds are listed; rates above refer to the full screens.

nr | compound | Efa HMGR inh | STAT1 act | Hsp70 act | APP transl inh | G6PDH counter | FLuc act counter | Redox H2O2 prof | APP 5'UTR act | NF-kB expr up | FLuc inh counter
1 | N=c1c2c(n(Cc3ccc(Cl)cc3Cl)c3c1CCC3)CCCC2 | 2 | 77 | -0.3 | 2 | 0 | 1 | -2.8 | -2 | 0.61 | -5
2 | COc1ccccc1Cn1c(SCC#N)nc2cc(C(=O)N3CCC4(CC3)OCCO4)ccc2c1=O | 2 | 95 | -0.1 | 14 | 12 | 1.1 | -0.1 | -14 | 0.44 | -9
3 | Cc1ccc(C2N(c3cc(C)on3)C(=O)C3CCCN32)cc1 (stereo not drawn) | -1 | 104 | -0.3 | -9 | 13 | 1.1 | -1.0 | 9 | 1.2 | -7
4 | CC(=NCCN1CCOCC1)c1c(O)n(C2CCCCC2)c(=O)[nH]c1=O | -4 | 93 | -0.1 | 11 | 6 | 1.1 | 0.9 | -11 | 0.87 | -9
5 | Cc1ccc(-c2nc(N3CCOCC3)s[n+]2-c2ccccc2)cc1 | 0 | 119 | -0.1 | -82 | -1 | 0.8 | -0.7 | 82 | 1.2 | 22
6 | CC(=NCC1CCCO1)c1c(O)n(-c2ccc(Cl)cc2)c(=O)[nH]c1=O (stereo not drawn) | 0 | 100 | -0.2 | -8 | 2 | 1 | -0.2 | 8 | 0.99 | -4
7 | O=C(NC(Cc1ccccc1)C(=O)N1CCC2(CC1)OCCO2)C1CCCCC1 (stereo not drawn) | -1 | 99 | -0.1 | -2 | 4 | 1 | -0.1 | 2 | 1.1 | -3
8 | Cc1nn(Cc2ccccc2)c(Cl)c1C(=O)OCC(=O)Nc1cccc2ccccc12 | 3 | 95 | -0.1 | 22 | -12 | 1 | 0.7 | -22 | 1.1 | -3
9 | Cc1ccc(-n2c(O)c(C=Nc3ccccc3N)c(=O)[nH]c2=O)cc1C | 5 | 137* | -0.2 | -135 | 4 | 1 | 2.9 | 135* | 2.7 | 0
10 | CN1CCN(C(=S)SCC(=O)Nc2ccc(Cl)cc2C(=O)c2ccccc2)CC1 | -2 | 106 | -0.3 | 10 | -1 | 1 | 0.2 | -10 | 0.58 | -4
11 | O=C(Cn1ncc2c3ccccc3n(Cc3ccccc3F)c2c1=O)N1CCC2(CC1)OCCO2 | 0 | 102 | -0.2 | -3 | 2 | 1 | -0.6 | 3 | 0.96 | -4
12 | CCOC(=O)c1c(/N=C/C2C(=O)NC(=S)NC2=O)sc(C)c1C | -3 | 104 | 0.0 | -11 | 4 | 1.1 | 0.5 | 11 | 1.2 | -9
13 | COC(=O)CN1C(=O)C2(C(C(=O)OC)=C(N)Oc3ccccc32)C2=C1CC(C)(C)CC2=O (stereo not drawn) | -1 | 92 | -0.5 | 7 | 0 | 1 | 0.2 | -7 | 0.95 | -4
14 | COc1ccc2c(c1)c(C(=O)O)c(C)n2C(C)C | 1 | 95 | -0.3 | 0 | 4 | 1 | -1.1 | 0 | 0.95 | -3
15 | Cc1ncc(CN2CCCC(C(=O)c3cccc(OC(C)C)c3)C2)s1 (stereo not drawn) | -5 | 92 | -0.3 | -20 | 5 | 1 | -0.5 | 20 | 1 | -2
16 | Cc1ccc(N/N=C/c2c(O)n(-c3ccccc3)c(=O)[nH]c2=O)cc1 | -3 | 80 | -0.4 | -13 | 6 | 1 | 0.2 | 13 | 1.5 | -2
17 | Cc1nn(Cc2ccc(Cl)cc2Cl)c(Cl)c1C(=O)O | 2 | 105 | -0.4 | 6 | 5 | 1 | 3.9 | -6 | 0.92 | -1
18 | CC1(C)C2CC=C(CN3CCOCC3)C1C2 (stereo not drawn) | -4 | 102 | 0.4 | -19 | 1 | 1.1 | -1.1 | 19 | 1 | -8
19 | CCOc1ccccc1N=C1SCCCN1C | -1 | 95 | 0.0 | 3 | 6 | 1 | 0.4 | -3 | 1.1 | -2
20 | O=C(Nc1ccc(Cl)cc1C(=O)c1ccccc1)c1ccco1 | -7 | 97 | -0.3 | 6 | 5 | 1.1 | 0.2 | -5 | 1.1 | -7

Reformatted screen by screen: part of the list above.
6	CC(=NCC1CCCO1)c1c(O)n(-c2ccc(Cl)cc2)c(=O)[nH]c1=O (stereo not drawn)
7	O=C(NC(Cc1ccccc1)C(=O)N1CCC2(CC1)OCCO2)C1CCCCC1 (stereo not drawn)
8	Cc1nn(Cc2ccccc2)c(Cl)c1C(=O)OCC(=O)Nc1cccc2ccccc12
9	Cc1ccc(-n2c(O)c(C=Nc3ccccc3N)c(=O)[nH]c2=O)cc1C
10	CN1CCN(C(=S)SCC(=O)Nc2ccc(Cl)cc2C(=O)c2ccccc2)CC1
11	O=C(Cn1ncc2c3ccccc3n(Cc3ccccc3F)c2c1=O)N1CCC2(CC1)OCCO2
12	CCOC(=O)c1c(/N=C/C2C(=O)NC(=S)NC2=O)sc(C)c1C
13	COC(=O)CN1C(=O)C2(C(C(=O)OC)=C(N)Oc3ccccc32)C2=C1CC(C)(C)CC2=O (stereo not drawn)

screen / no. | 6 | 7 | 8 | 9 | 10 | 11 | 12 | 13
Efa HMGR inh | 0 | -1 | 3 | 5 | -2 | 0 | -3 | -1
STAT1 act | 100 | 99 | 95 | 137* | 106 | 102 | 104 | 92
Hsp70 act | -0.2 | -0.1 | -0.1 | -0.2 | -0.3 | -0.2 | 0.0 | -0.5
APP transl inh | -8 | -2 | 22 | -135 | 10 | -3 | -11 | 7
G6PDH counter | 2 | 4 | -12 | 4 | -1 | 2 | 4 | 0
FLuc act counter | 1 | 1 | 1 | 1 | 1 | 1 | 1.1 | 1
Redox H2O2 prof | -0.2 | -0.1 | 0.7 | 2.9 | 0.2 | -0.6 | 0.5 | 0.2
APP 5'UTR act | 8 | 2 | -22 | 135* | -10 | 3 | 11 | -7
NF-kB expr up | 0.99 | 1.1 | 1.1 | 2.7 | 0.58 | 0.96 | 1.2 | 0.95
FLuc inh counter | -4 | -3 | -3 | 0 | -4 | -4 | -9 | -4

14	COc1ccc2c(c1)c(C(=O)O)c(C)n2C(C)C
15	Cc1ncc(CN2CCCC(C(=O)c3cccc(OC(C)C)c3)C2)s1 (stereo not drawn)
16	Cc1ccc(N/N=C/c2c(O)n(-c3ccccc3)c(=O)[nH]c2=O)cc1
17	Cc1nn(Cc2ccc(Cl)cc2Cl)c(Cl)c1C(=O)O
18	CC1(C)C2CC=C(CN3CCOCC3)C1C2 (stereo not drawn)
19	CCOc1ccccc1N=C1SCCCN1C
20	O=C(Nc1ccc(Cl)cc1C(=O)c1ccccc1)c1ccco1

screen / no. | 14 | 15 | 16 | 17 | 18 | 19 | 20
Efa HMGR inh | 1 | -5 | -3 | 2 | -4 | -1 | -7
STAT1 act | 95 | 92 | 80 | 105 | 102 | 95 | 97
Hsp70 act | -0.3 | -0.3 | -0.4 | -0.4 | 0.4 | 0.0 | -0.3
APP transl inh | 0 | -20 | -13 | 6 | -19 | 3 | 6
G6PDH counter | 4 | 5 | 6 | 5 | 1 | 6 | 5
FLuc act counter | 1 | 1 | 1 | 1 | 1.1 | 1 | 1.1
Redox H2O2 prof | -1.1 | -0.5 | 0.2 | 3.9 | -1.1 | 0.4 | 0.2
APP 5'UTR act | 0 | 20 | 13 | -6 | 19 | -3 | -5
NF-kB expr up | 0.95 | 1 | 1.5 | 0.92 | 1 | 1.1 | 1.1
FLuc inh counter | -3 | -2 | -2 | -1 | -8 | -2 | -7

Other records follow:
nr | compound | Efa HMGR inh | STAT1 act | Hsp70 act | APP transl inh | G6PDH counter | FLuc act counter | Redox H2O2 prof | APP 5'UTR act | NF-kB expr up | FLuc inh counter
21 | Fc1c(F)c(F)c(N2CCNCC2)c(F)c1F | 4 | 105 | 0.6 | -6 | 9 | 1 | -2.1 | 6 | 0.93 | -3
22 | CCN(CC)CC(O)c1ccc(C2CCCC2)cc1 (stereo not drawn) | 2 | 100 | 0.0 | -4 | 13 | 1 | -0.2 | 4 | 1.2 | -4
23 | CCN(CC)P(=O)(c1nccn1C)N(CC)CC | -6 | 98 | -0.2 | 10 | 6 | 1 | -0.8 | -10 | 1.6 | -3
24 | Clc1ccc2nc3c(c(-c4ccccc4)c2c1)CNCC3 | 4 | 101 | -0.6 | -20 | 8 | 1.1 | 0.0 | 20 | 0.93 | -8
25 | CCC(C)N1C(=O)/C(=C\c2cc3c4c(c2)CCCN4CCC3)C(=O)NC1=S (stereo not drawn) | -2 | 96 | 0.9 | 8 | 2 | 0.8 | -0.8 | -9 | 0.96 | 18
26 | O=C1NCCN2CCCC12 (stereo not drawn) | 1 | 100 | -0.4 | 10 | 10 | 1 | -2.8 | -10 | 1 | -3
